# Bioassay records as filed in PubChem.
# EP2 antag – human EP2 receptor antagonists, primary screen, TR-FRET cAMP, C6 glioma cells | Prostaglandin E2 receptor EP2 subtype (Homo sapiens), P43116 | inhibition, % at 25 µM | 260,000 compounds, 0.52% hits | AID 1422, 2008 | C6 glioma cells expressing human EP2; cells stimulated with saturating PGE2;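 active = percent inhibition above 40 after rounding to a whole number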;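 also: rat C6 glioma host cells with rolipram phosphodiesterase inhibitor present; the protocol text gives 20 µM as final concentration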
# Target sequence (P43116 whole entry, looked up): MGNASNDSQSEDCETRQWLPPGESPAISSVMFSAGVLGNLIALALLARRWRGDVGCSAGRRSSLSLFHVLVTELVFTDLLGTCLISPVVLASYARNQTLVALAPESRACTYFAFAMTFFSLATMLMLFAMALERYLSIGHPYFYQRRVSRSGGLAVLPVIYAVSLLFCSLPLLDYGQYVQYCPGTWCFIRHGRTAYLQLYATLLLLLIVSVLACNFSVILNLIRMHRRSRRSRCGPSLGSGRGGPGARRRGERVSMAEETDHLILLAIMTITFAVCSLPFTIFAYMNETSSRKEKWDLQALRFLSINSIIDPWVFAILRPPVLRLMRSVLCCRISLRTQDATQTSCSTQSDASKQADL
# Runt-CBFb FRET – inhibitors of RUNX1 Runt–CBFb binding, primary screen, biochemical, FRET, Cerulean-Runt, Venus-CBFb, uHTS; Cerulean-Runt/Venus-CBFb FRET ratio 530/480, 1 h; inhibition, % at 20 µM; 220,000 compounds, 0.46% hits; AID 1496, 2009;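 active = inhibition over about 50% at 20 µM in the single-dose screen, limit read from the data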;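 also: 0% = DMSO wells and 100% = excess unlabeled CBFb competitor control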
#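 Assay system: Cerulean-Runt domain fusion protein, energy donor; Signal: fluorescence energy transfer, 422 nm excitation, 530/480 nm emission; Timing: 1 h compound exposure, room temperature; Control set: unlabeled CBFb; Medium: Tris buffer pH 7.5 with salts and BSA; Compound: single test concentration of 20 µM, 1% DMSO final; Probe or stimulus: Venus-CBFb 100 nM.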
# Hck Nef HTS – inhibitors of Nef-activated human Hck kinase, primary screen, biochemical, Z-Lyte FRET, 384-well, Hck-YEEI; Tyrosine-protein kinase HCK (Homo sapiens), P08631; inhibition, % at 20 µM; 220,000 compounds, 0.68% hits; Recombinant Hck-YEEI plus Nef, Z-Lyte FRET kinase assay;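 active = Hck-Nef kinase inhibition above about 50%, limit read from the data; inactive = inhibition below that limit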;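 also: 0% = DMSO with Hck plus Nef and 100% = Hck alone without Nef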
# Target sequence (P08631 whole entry, looked up): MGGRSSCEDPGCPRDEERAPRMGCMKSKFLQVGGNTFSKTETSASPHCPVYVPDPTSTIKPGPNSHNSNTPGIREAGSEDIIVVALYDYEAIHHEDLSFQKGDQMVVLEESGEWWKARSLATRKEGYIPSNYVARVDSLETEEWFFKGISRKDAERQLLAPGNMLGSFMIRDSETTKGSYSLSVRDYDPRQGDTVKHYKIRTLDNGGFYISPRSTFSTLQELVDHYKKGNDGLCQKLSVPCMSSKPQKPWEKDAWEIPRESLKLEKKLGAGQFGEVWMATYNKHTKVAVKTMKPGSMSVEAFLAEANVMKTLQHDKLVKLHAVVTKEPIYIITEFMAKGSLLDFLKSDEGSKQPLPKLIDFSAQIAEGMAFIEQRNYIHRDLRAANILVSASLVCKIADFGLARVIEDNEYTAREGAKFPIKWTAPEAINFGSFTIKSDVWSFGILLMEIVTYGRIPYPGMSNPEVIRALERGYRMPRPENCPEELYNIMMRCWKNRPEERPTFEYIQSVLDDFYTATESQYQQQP
# EP2 mod – EP2 receptor modulators, cAMP readout, primary screen, cell-based, HTRF cAMP, PGE2 stimulation. induction, % at 25 µM. EP2-expressing cells, cAMP HTRF FRET, PGE2 co-stimulation. Prostaglandin E2 receptor EP2 subtype (Homo sapiens), P43116. 260,000 compounds, 0.83% hits;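 active = compounds whose cAMP rise, as percent of the full-agonist control response, exceeds 60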;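 also: rat C6 glioma line stably carrying human EP2 under a CMV promoter; the protocol text gives 20 µM as final concentration; 100% = response of wells given 1 µM PGE2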
# RBBP9 inh – human RBBP9 inhibitors, primary screen, biochemical, fluorescence polarization, FP-Rh probe, HTS | 220,000 compounds, 0.2% hits | inhibition, % at 7.94 µM | Serine hydrolase RBBP9 (Homo sapiens), O75884 | AID 1515, 2009 | recombinant RBBP9;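 active = inhibition above the campaign mean of all tested compounds plus 3 SD, cut at about 14% in these data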;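 also: plate controls were DMSO wells with RBBP9 for no effect and wells lacking RBBP9 protein for full effect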
# Target sequence (O75884 whole entry, looked up): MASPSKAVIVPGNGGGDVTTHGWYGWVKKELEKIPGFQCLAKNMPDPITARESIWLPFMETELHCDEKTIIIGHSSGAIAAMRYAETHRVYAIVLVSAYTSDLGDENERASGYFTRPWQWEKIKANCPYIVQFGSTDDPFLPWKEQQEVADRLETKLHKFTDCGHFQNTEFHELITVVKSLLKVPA
#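 Test system: recombinant human RBBP9; Timing: 30 min then 45 min, 25 °C; Detection: fluorescence polarization; Control set: RBBP9 with DMSO as uninhibited control, no-protein wells as full inhibition; Compound dosing: one concentration, 7.94 µM nominal, 0.794% DMSO; Probe or stimulus: FP-Rh activity-based probe, 375 nM before mixing.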
# TNF death inh – inhibitors of TNF-alpha triggered necroptosis, primary screen, cell-based, Jurkat FADD-/-, single concentration; AID 463075, 2010; Jurkat FADD-/- TNF necroptosis rescue, ATP luminescence, 24 h; 0 = TNF only, 100 = no-TNF cells; 220,000 compounds, 0.068% hits; activation (protection from cell death), % at 10 µM;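 active = activation, meaning protection from cell death, of at least 50% relative to plate controls; inactive = activation below 50%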;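 also: necroptosis triggered by 40 ng/mL TNF-alpha added together with compound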
# Runt-SMMHC FRET – inhibitors of RUNX1 Runt–CBFb-SMMHC binding, primary screen, biochemical, FRET, Cerulean-Runt, Venus-CBFb-SMMHC, uHTS; inhibition, % at 20 µM; Cerulean-Runt/Venus-CBFb-SMMHC FRET ratio 530/480, 1 h; 220,000 compounds, 0.74% hits; Runt-related transcription factor 1 (Homo sapiens) + Core-binding factor subunit beta …;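 active = mean inhibition across duplicate retests at 20 µM reaching about 50%, limit read from the data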;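 also: 0% = DMSO wells and 100% = wells with excess untagged CBFb-SMMHC; inhibitors lower the FRET ratio by blocking Runt binding to CBFb-SMMHC; some results filed as inactive read as strong as hits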
# L929 necroptosis – inhibitors of zVAD-triggered necroptosis, primary screen, L929 cells; viability rescue, % at 10 µM; L929 zVAD necroptosis rescue, ATP luminescence, 24 h; with zVAD 60 µM; 220,000 compounds, 0.38% hits; AID 1377, 2008;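 active = activation, scaled between plate controls, above about 75%, limit read from the data; inactive = activation under that limit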;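 also: 0% = zVAD with DMSO and 100% = DMSO alone without zVAD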
# PERK inh – block of dimerizer-induced PERK translation repression, primary screen, PERK inhibitor project, CHO PERK-DD cells, SEAP luminescence, HTS | Eukaryotic translation initiation factor 2-alpha kinase 3 (Homo sapiens), Q9NZJ5 | 220,000 compounds, 0.17% hits | inhibition, % at 5.6 µM | CHO PERK-DD fusion, SEAP luminescence translation reporter;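 active = inhibition above the mean inhibition of all tested compounds plus 3 SD, set separately per screening campaign, cut at about 2.9% in these data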;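 also: PERK kinase domain activated by AP20187 dimerizer at 100 nM; 0% = DMSO with dimerizer and 100% = rapamycin at 8.4 µM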
# An asterisk follows results filed as active; x = not tested or not shown; & = joins results of further samples.
SMILES,EP2 antag,Runt-CBFb FRET,Hck Nef HTS,EP2 mod,RBBP9 inh,TNF death inh,Runt-SMMHC FRET,L929 necroptosis,PERK inh
Cc1noc(C)c1S(=O)(=O)N1CCCC(C(=O)NCCc2ccccc2)C1 (stereo not drawn),9,-1,0,7,-10,-2.2,-5,0.3,-0.1
O=[N+]([O-])c1ccc(OCCOCCOc2ccc([N+](=O)[O-])cc2)cc1,5,3,7,-4,9,0.8,-7,1.1,1.9
COc1ccc2[nH]c(C)c(CCNC(=S)Nc3ccccc3C)c2c1,10,0,-1,-36,-11,-22,0,x,-0.2
C=CCNC(=O)COc1cc(C)cc(C)c1C,3,0,-9,15,-3,0.1,-8,0.2,0.1
Cc1ccccc1-n1c(SCC(=O)c2c(N)n(C)c(=O)n(C)c2=O)nnc1-c1cccnc1,10,-2,6,-10,-9,-0.9,1,1.7,1.1
O=C(NCC(c1ccc(F)cc1)N1CCOCC1)c1ccc(Br)o1 (stereo not drawn),13,0,5,13,-4,-0.6,-1,2.1,0.5
O=C(C/C=N/OCc1ccccc1F)c1cnc(-c2ccc(Cl)cc2)s1,22,-3,-1,12,-10,-2.9,-12,0.5,0.7
CCCCOCCCNC(=O)c1ccc(OC)cc1,9,-1,0,-6,-3,0.3,0,-1.1,-0.2
O=C(O)c1cccc(N2C(=O)c3cccc4c(Cl)ccc(c34)C2=O)c1,6,20,20,26,-3,-0.7,34,3.1,1.1
O=C(CCSc1ccc(Cl)cc1)NN=C1CCCCCC1,5,0,17,-33,-5,2.2,-1,3.5,0.5
CCOc1ccc(NCc2nnc(SCC(=O)Nc3cc(C)on3)n2-c2ccccc2OC)cc1,4,1,0,0,-6,-8.3,-5,-0.1,-0.4
CC1=CC(C)(C)N(C(=O)CSc2nncn2C)c2ccccc21,0,-1,9,30,-1,0.3,1,-0.7,0.7

# One compound at a time (already shown). Values in the order: EP2 antag, Runt-CBFb FRET, Hck Nef HTS, EP2 mod, RBBP9 inh, TNF death inh, Runt-SMMHC FRET, L929 necroptosis, PERK inh
# Record of `CC1=CC(C)(C)N(C(=O)CSc2nncn2C)c2ccccc21` = 0, -1, 9, 30, -1, 0.3, 1, -0.7, 0.7
# Record of `CCCCOCCCNC(=O)c1ccc(OC)cc1` = 9, -1, 0, -6, -3, 0.3, 0, -1.1, -0.2

# Later entries.
SMILES,EP2 antag,Runt-CBFb FRET,Hck Nef HTS,EP2 mod,RBBP9 inh,TNF death inh,Runt-SMMHC FRET,L929 necroptosis,PERK inh
O=C(c1cc(-c2ccccc2)nc2ccccc12)N1CCN(c2ccccn2)CC1,11,-1,5,-39,-4,-0.9,2,-1.3,-0.8
CSc1nnc(-c2ccc(C(F)(F)F)nc2C)o1,5,1,13,-27,9,-1.7,-3,0.2,0.6
CC(C)CCN1CCN(Cc2ccc(Sc3nncn3C)o2)CC1CCO (stereo not drawn),13,x,26,-16,-9,0.4,x,0.5,0.2
CSc1nc2ccccc2cc1/C=C(\C#N)c1cccc(Cl)c1,9,3,2,32,-6,-15,15,0.8,0.4
CC1CCN(CC(=O)N2CCCc3c2c(=O)oc2ccc(OCc4ccccc4)cc32)CC1,10,-1,0,9,2,0.1,0,-0.7,-1.7
O=C1C(Cl)=C(Nc2ccccc2)C(=O)c2ccccc21,38,48,3,-63,-9,-1.9,41,1.6,1.0
CCOC(=O)c1c(NC(=O)Cn2cnc([N+](=O)[O-])n2)sc2c1CCC(C)C2 (stereo not drawn),10,-3,-1,47,-4,-8.7,-7,0.7,-0.4
Cc1cccc(C(=O)NCC(c2ccco2)N(C)C)c1 (stereo not drawn),8,-1,24,-25,4,0.6,1,2.4,1.1
Cc1onc(-c2c(F)cccc2Cl)c1C(=O)NCc1ccco1,17,1,0,14,-6,-1.8,1,-0.5,0.4
CCOc1nc(C)ccc1-c1noc(C)n1,3,0,2,4,-1,0.7,-6,0.1,0.5
CCn1cc(Cl)c(C(=O)Nc2cccc(C(F)(F)F)c2)n1,6,0,28,-70,-6,-3.7,4,4.2,0.3
O=C(Nc1ccc(F)cc1Cl)c1ccc2c(=O)n3c(nc2c1)CCCCC3,11,-4,1,-18,-4,0.3,-1,0.5,0.0
CCC(C)c1ccccc1NC(=O)C(C)N(C)Cc1cccc(OC)c1 (stereo not drawn),21,-4,16,30,2,0.3,-3,0.1,-0.5
COc1cccc(OCc2cc(/C=N/NC(=O)c3ccn[nH]3)ccc2OC)c1,13,-4,-1,-36,-14,-19,-10,0.6,-0.1
CCOc1ccc2nc(SCC(=O)NC(=O)C(C)C)sc2c1,6,1,30,11,-9,-0.2,4,0.6,1.6
COc1ccccc1C(C[N+](=O)[O-])c1c(N)n(C)c(=O)n(C)c1=O (stereo not drawn),7,4,11,0,-10,-20,2,5.2,0.1
Cc1nc(N)sc1-c1nnc(SCC(=O)Nc2nccs2)n1C,14,-2,-2,13,-8,-0.6,-5,0.8,1.1
CCOC(=O)C1(C)C=C(Nc2ccc(OC)cc2)C(=O)N1c1ccc(OC)cc1 (stereo not drawn),9,0,5,19,-4,0.5,-3,2.5,1.1
CC(C)C(=O)Nc1cccc(C(=O)Nc2ccc3c(c2)OCO3)c1,4,-2,1,-7,1,-4.2,-110,0.0,-0.5
CCOC(=O)C1=C(O)/C(=C\c2cc(C)n(-c3ccccc3F)c2C)N=C1C,6,x,9,-55,2,2.4,19,41,-0.3
O=C(COc1ccc(S(=O)(=O)N2CCCC2)cc1)NCc1ccco1,18,-1,0,10,2,0.9,-2,1.1,-0.2
Cc1ccc(OCC(=O)NNC(=O)C(=O)NC(C)(C)C)cc1,6,0,-1,24,-12,1.8,2,-0.3,0.7
NS(=O)(=O)c1ccc(N/N=C/c2cn(-c3ccccc3)nc2-c2cccs2)cc1,8,6,3,-8,-2,4.4,-2,61,0.7
COc1cc(C(=O)NCc2nnc(SCC(=O)Nc3nc4ccccc4s3)o2)cc(OC)c1OC,5,53*,-2,19,-7,0.9,48,-0.2,-0.4
Nn1c(COc2ccc(Cl)cc2)n[nH]c1=S,2,8,31,14,-9,-0.8,4,6.9,-0.2
C#CC(=O)N(c1cc(OC)ccc1OC)C(C(=O)NC1CCCC1)c1cccs1 (stereo not drawn),12,0,-1,8,0,-28,-3,-0.1,-0.5
CCc1ccccc1NC(=O)c1cc(C2CC2)on1,11,0,-1,9,x,-0.2,0,0.3,x
O=C(Nc1ccc(N2CCOCC2)nc1)c1c(F)cccc1F,15,1,-16,-2,-7,2.1,-3,0.0,0.0
CC1CC(C)(C)NC(=O)O1 (stereo not drawn),4&11,0,0,13&1,-1,0.3,4,1.0,1.4
OCCC1CN(C2CSCCSC2)CCN1Cc1ccccc1 (stereo not drawn),6,2,-22,-31,-3,0.8,0,0.8,-0.1
O=C(Nc1ccc(F)cc1)Nc1ccc(Oc2ncnc3cc(Cl)ccc23)nc1,14,3,30,15,-5,1.4,4,38,1.3
CCCc1nnc(NC(=O)NCCN2C(=O)C3C4C=CC(C4)C3C2=O)s1 (stereo not drawn),12,0,19,24,-6,0.8,2,1.3,0.7
CCOC(=O)CC(=O)CSc1nc2cc(C)ccc2cc1C,3,-4,2,3,-8,-0.8,-24,0.6,0.3
CCN(CC1COc2ccccc2O1)C(=S)NCCCN(C)C (stereo not drawn),-1,1,1,-16,6,4.1,2,2.2,1.5
CCN1CCN(C2CC(=O)NC2=O)CC1 (stereo not drawn),9,1,24,18,-6,-0.1,-1,2.3,0.3
CCOC(=O)C1CCN(C(=O)c2sc3ncnc(N4CCC(C)CC4)c3c2C)CC1,12,-5,-1,-30,-2,-1.8,1,0.0,-0.2
CC(C)N1CCc2c(sc(NC(=O)c3nc4ccccc4s3)c2C(N)=O)C1,3,9,24,-37,-1,5.5,33,16,-0.9
CN(C)c1ccc(P(=O)(OCc2ccccc2)C(O)c2ccc(Cl)cc2)cc1 (stereo not drawn),11,-2,41,23,2,-1.3,0,1.0,-0.5
O=C(NCc1cccs1)c1cc(-c2cccc(Cl)c2)on1,4,0,2,-23,-9,3.9,-5,2.7,1.2
Cc1ccc2nc(C)cc(NCCO)c2c1,9,-1,-1,-1,5,1.8,-6,0.2,0.8
O=C(CN1C(=O)c2ccccc2C1=O)NCC(=O)OCC(=O)c1ccc(Br)cc1,x,0,1,19,-3,-2.6,4,0.0,1.7
COc1ccc2oc(=O)c(-c3cn4ccc(C)cc4n3)cc2c1,5,9,15,-17,-1,0.7,4,17,0.8
Cc1cccc(NS(=O)(=O)c2ccc(C)c(C(N)=O)c2)c1,4,-1,-8,-7,-7,-0.1,-3,1.1,0.8
COc1ccc(CN(C)Cc2cc(=O)n3ccsc3n2)c(OC)c1OC,0,1,15,-2,-10,0.4,0,0.6,0.1
Nc1cc2c(cc1C(=O)c1ccccc1)OCCO2,10,2,0,19,-8,-1.6,3,0.3,-1.8
Cc1c(Cl)cccc1S(=O)(=O)N1CCC(C(=O)NNC(=O)C2CC2)CC1,6,0,18,-13,-2,1.3,-1,3.4,1.3
COc1ccc2[nH]c(C)c(CCN3C(=O)C4CC=CCC4C3=O)c2c1 (stereo not drawn),6,1,6,-8,-2,1.3,1,0.5,0.0
C#CC(=O)N(c1ccc(OC)c(OC)c1)C(C(=O)NC1CCCC1)c1cccs1 (stereo not drawn),15,1,1,27,-9,-28,2,1.9,-1.1
CCc1ccc(Nc2cnn(-c3nc4ccccc4s3)c(=O)c2Cl)cc1,9,-2,10,-59,-4,0.0,1,0.5,-0.2
CCO[C@@H]1OC(C(=O)NCc2ccccc2)=C[C@H](c2ccc(C(F)(F)F)cc2)[C@H]1CCCO,20,-7,-18,-35,-4,7.5,-9,4.8,-0.7
Cc1ccc(S(=O)(=O)N[C@H](C(=O)Oc2ccc3c(C(F)(F)F)cc(=O)oc3c2)c2ccccc2)cc1,17,11,-1,-3,0,-1.5,78*,0.8,-0.1
COc1ccc(-c2cc(C(=O)Nc3ccccc3O)c3ccccc3n2)cc1OC,10&14,3,19,-63&-49,-28,-4.3,1,0.2,-0.1
O=C(CN1CCOCC1)NCCNC(=O)CN1CCOCC1,11,0,1,9,4,-1.1,-2,-0.2,1.3

# Some of the compounds tested (hit frequency here may not be typical).
